Nrf2 activator: Nrf2 pathway activation; Potency, µM (titrated, usually from 46.1 µM), without a hit: at the top dose activation, usual class: activators; hit rate 0.31% among 410,000; AREc32 ARE-luciferase reporter (MCF7-derived line), luminescence, 24 h; note: potency is the fitted concentration of half-maximal effect; % of control where 0% means no effect; nearly all actives have a fitted effect of over 65% in size
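Each well held 1000 AREc32 cells, which were incubated with compound for 24 hr at 37 deg C after overnight attachment, and ARE reporter activity was quantified by firefly luciferase luminescence.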
TGFb SMAD3 inh: blocks TGF-b signaling | HepG2 CAGA-GFP TGF-b/SMAD3 reporter, GFP fluorescence, 18 h; TGF-beta stimulated, 500 pg/mL final | Potency, µM (doses to about 46.1 µM), for the others: top-dose activity, negative = inhibition, actives largely listed as inhibitors | hit rate 1.2% among 410,000; note: potency is the fitted concentration of half-maximal effect; % is set by controls: 0 for no effect and ±100 for the full control effect; nearly all actives have a fitted effect of over 65% in size
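Inhibition of TGF-beta-driven CAGA-GFP reporter expression in HEPG2 cells is measured by cellular GFP fluorescence after 18 h stimulation with 500 pg/mL recombinant TGF-beta in 1% FBS medium at 37 degrees C.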
pAkt inh: Akt phosphorylation inhibition | AID 651550 | Neuro2A IGF-stimulated pAkt S473 HTRF, 20 min; stronger effect = lower value | hit rate 0.32% among 360,000 | activity change, % for hits at 50 µM; in the data active = activity change below about -80%; inconclusive = mostly about -51% to -80%; note: % is set by controls: 0 for no effect and ±100 for the full control effect
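Neuro2A cells in DMEM with 0.5% FBS, overnight at 37 deg C, given compound at single 50 µM final, then IGF (6 nM final) for 20 min at 37 deg C. Lysed; phospho-Akt Ser473 by HTRF after 24 h, 665/615 ratio.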
Nrf2 inh: inhibitors of Nrf2 signaling | A549 ARE-Fluc reporter, luciferase luminescence, 18-24 h | hit rate 2.1% among 360,000 | Potency, µM (titrated, usually from 46 µM), for inactives: top-dose activity change, negative = inhibition, most hits filed as inhibitors | AID 504444; note: potency is the fitted concentration of half-maximal effect; % is set by controls: 0 for no effect and ±100 for the full control effect; nearly all actives have a fitted effect of over 60% in size
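In this cell-based qHTS, ARE-driven firefly luciferase in A549 cells reports Nrf2 activity; the luminescent signal after BugLite lysis is the measured value, with a prior CellTiter-Fluor read for cell health.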
CCT chaperon mod: cytosolic chaperonin activity modulation | purified chaperonin ATPase assay, HTRF ADP detection, 30 min | AID 651819 | activity change, % (concentration not given with the values), hits read low | hit rate 0.3% among 360,000; in the data active = activity change below about -30%; note: % is set by controls: 0 for no effect and ±100 for the full control effect
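ATPase activity: ADP formed was measured by HTRF Transcreener (665/615 nm ratio) after 30 min at 37 deg C with 10 uM ATP. Compounds screened at one 76 uM concentration against 40 or 20 nM TRiC in Tris pH 7.4/KCl/MgCl2/DTT buffer.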
MmCpn inh: inhibitors of Methanococcus maripaludis chaperonin (MmCpn) | hit rate 0.031% among 330,000 | Potency, µM (doses to about 76.9 µM), for the others: at the highest dose activity, negative = inhibition, actives largely listed as inhibitors | purified Mm-Cpn ATPase, ADP Transcreener TR-FRET; note: potency is the fitted concentration of half-maximal effect; % is set by controls: 0 for no effect and ±100 for the full control effect; nearly all actives have a fitted effect of over 80% in size
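ATPase turnover read by TR-FRET ADP competition (Eu cryptate antibody/ADP-d2, 665/590 nm): 10uM ATP final, 25nM Mm-CPN final, 30 min 37degC after 10-min compound preincubation, pH 7.4 Tris/KCl/MgCl2/DTT buffer.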
HepG2 viability: HepG2 cytotoxicity, counter-screen for TGF-b inhibitors. HepG2 CAGA-GFP viability, ATP luminescence, 18 h. hit rate 0.76% among 410,000. Potency, µM (titrated, usually from 46.1 µM), without a hit: top-dose activity change, negative = cytotoxicity, usual class: cytotoxic; note: potency is the fitted concentration of half-maximal effect; some results filed as inactive show a strong effect at the top dose
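HepG2 CAGA-GFP cells (1000/well, DMEM with 1% FBS) received compound, then TGF-beta at 500 pg/mL final, and were incubated 18 hours at 37 degrees C. Viability was read by CellTiter-Glo luminescence. Media-only wells were set as complete cell-killing and DMSO as no toxicity.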
Abeta rescue: restores growth of yeast expressing A-beta42 peptide; yeast expressing A-beta42, growth rescue, OD600, 48 h; response scale: 0% DMSO, 100% iron-clioquinol control; Potency, µM (highest dose often 46.1 µM), inactives show top-dose growth rescue, usual class: activators; hit rate 0.063% among 410,000; AID 1347071; note: potency is the fitted concentration of half-maximal effect; nearly all actives have a fitted effect of over 55% in size
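Yeast growth medium received pinned compounds, then yeast cells expressing toxic A-beta were added; plates incubated at 30 C for 48 hr. Growth read as absorbance at 600 nm, normalized to DMSO and equimolar FeCl3 plus clioquinol controls.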
A549 tox: counter-screen for Nrf2 inhibitors: cytotoxicity in A549 cells | A549 ARE-Fluc cells, CellTiter-Fluor viability, 18-24 h | Potency, µM (titrated, usually from 46 µM), for inactives: top-dose activity change, negative = cytotoxicity, usual class: inhibitors | hit rate 0.16% among 390,000; note: potency is the fitted concentration of half-maximal effect; % is set by controls: 0 for no effect and ±100 for the full control effect
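A549 ARE-Fluc cells in 5% FBS OPTI-MEM, 5000 cells/well, rested 2 h then exposed to compounds in concentration-response for 18-24 h at 37 °C. Viability by CellTiter-Fluor fluorescence (Ex 405/Em 525) after 30 min; luciferase luminescence (BugLite, 15 min, RT) read afterwards.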
* = called active by the depositor; i = inactive; u = inconclusive; x = no result given; [ ] = remark or other dose. Unless noted, calls come from the whole dose curve; as a rule, active = well fitted curve in the direction sought with a large enough effect; inconclusive = small, poorly fitted or top-dose-only effect, or another doubt; inactive = no such curve, though single readings can be large; an effect the other way counts as inactive or inconclusive.

SMILES	Nrf2 activator	TGFb SMAD3 inh	pAkt inh	Nrf2 inh	CCT chaperon mod	MmCpn inh	HepG2 viability	Abeta rescue	A549 tox
Cc1ccc(C)c(OCCC(=O)OCC(=O)NC2CC2)c1	-0.8%	-9%	i	4%	-1.7	2%	-4%	17%	3%
CCCN(CCC)S(=O)(=O)c1ccc(C(=O)Nc2nnc(-c3cc(OC)cc(OC)c3)o2)cc1	0.0%	-4%	i	u	2.3	1%	-30%	-10%	-3%
N#C/C(=C\c1c[nH]c2ccccc12)C(=O)NCC1CCCO1 (stereo unspecified)	2.4%	5%	i	-1%	-3.2	-1%	1%	7%	-4%
CC(=O)c1sc2c(c1C)c(=O)n(-c1ccc(Cl)cc1)c(=O)n2Cc1ccc(Cl)cc1	3.2%	-29%	x	12%[9.27 µM]	x	x	2%	-23%	-1%
CC(C)NC(=O)c1sc2c(c1C(=O)Nc1cccnc1)CCCC2	2.3%	-14%	i	0%	1.9	1%	-8%	0%	0%
Cc1ccc([C@@H]2C3COCC=C3C(C#N)=C(N)C2(C#N)C#N)o1 (stereo partly specified)	3.1%	26%	i	x	-0.6	-3%	6%	-9%	-1%
COCCN(C(=O)COC(=O)/C=C/c1cccc(C(F)(F)F)c1)c1c(N)n(CC(C)C)c(=O)[nH]c1=O	12%	11%	i	2%	-1.0	0%	0%	0%	4%
Nc1[nH]c(C(=O)c2ccccc2)c(-c2ccc(Cl)cc2Cl)c1C(=O)NCCc1c[nH]c2ccccc12	-3.3%	x	i	x	-0.7	x	x	0%	x
O=C(c1ccc(OC2CCN(CCc3ccccc3)CC2)cc1)N1CCCCC1CCCO (stereo unspecified)	-0.1%	15%	i	2%	-1.7	-3%	-9%	-14%	-11%
Cc1ccc(N2C(=O)c3ccc(N)cc3C2=O)cc1C	6.2%	-9%	i	u	-3.0	0%	-19%	-5%	-2%
CC(=O)c1ccc(N2CCN(S(=O)(=O)c3ccc4ccccc4c3)CC2)cc1	-0.8%	u	i	u	0.4	-11%	-3%	0%	-12%
Fc1ccccc1OCCCCN1CCCCC1	0.0%	-2%	i	0%	-1.6	2%	-1%	-2%	10%
CCCCn1c(SCC(=O)NC2CCS(=O)(=O)C2)nc2ccccc2c1=O (stereo unspecified)	-0.6%	-3%	i	1%	-1.1	-1%	0%	11%	-1%
CCc1ccc(N=C2NC(=O)/C(=C/c3ccc(OCC(=O)O)cc3)S2)cc1	0.7%	0%	i	-13%	-2.3	-2%	1%	8%	-17%
COC(=O)[C@@H](NCc1cccc(CN[C@H](C(=O)OC)C(C)C)c1)C(C)C	-1.1%	3%	i	-2%	0.0	1%	6%	5%	-5%
COc1ccc(-c2oc3ncn4nc(COc5cccc(C)c5C)nc4c3c2-c2ccc(OC)cc2)cc1	-0.1%	5%	x	18%	x	x	-5%	-16%	12%
CC1(C)CCc2c([nH]c3ccccc3c2=O)O1	1.8%	3%	i	-15%	-2.0	-1%	3%	-15%	1%
Cc1cc(NC(=O)c2cc(-c3ccccn3)nc3ccccc23)no1	-0.5%	-17%	i	15%	1.8	1%	3%	2%	-5%
O=C(NCCc1ccccc1)Oc1ccc(Cl)cc1	6.4%	-16%	i	2%	-0.9	-1%	2%	5%	-12%
Cc1ccc(S(=O)(=O)N2C[C@]3(O)C[C@@H]4C(=O)N(c5ccccc5)C(=O)[C@@H]4C[C@]3(OC(=O)NCc3ccco3)C2)cc1	-0.2%	-5%	i	x	0.8	x	2%	12%	x
CCOC(=O)C(=NCC1CCCO1)NNc1cc(Cl)ccc1Cl (stereo unspecified)	8.1%	20%	i	-14%	-2.9	1%	26%	u	0%
CCn1c(C)nc2c1C(=O)c1ccccc1C2=O	-0.7%	u	i	-22%	2.1	-4%	-23%	-21%	-10%
COc1cc(C#Cc2c(-c3cncn3C)n(C)c3ccc(-c4ccc(CN5CCOCC5)cc4)cc23)cc(OC)c1	7.8%	u	i	-26%	-0.6	-10%	1%	-28%	9%
CCN(CC)S(=O)(=O)c1ccc(NC(=O)NCc2noc3ccc(C)cc23)cc1	-0.4%	u	x	18µM*	x	x	-32%	-17%	u
COc1ccc(Cc2nc3ccc(C(=O)NCc4ccc(OC)cc4OC)cc3o2)cc1	5.8%	-19%	x	x	x	x	-14%	2%	5%
COc1cc(/C=N/NC(=O)C(=O)/C=C2\NC3(CCCC3)Cc3ccccc32)ccc1O	1.8%	-10%	i	-19%	0.2	-1%	-2%	-18%	-10%
CC1NC2(C(=O)N(Cc3ccccc3)c3ccccc32)C2C(=O)N(c3ccccc3)C(=O)C12 (stereo unspecified)	0.0%	-13%	i	3%	1.5	-2%	-16%	4%	1%
CC(=O)c1cccc(NC(=O)CSc2nc(=O)n(CCCN3CCOCC3)c3c2CCC3)c1	-0.7%	5%	i	-18%	-4.0	1%	0%	5%	0%
COc1cc(CNCc2ccccn2)ccc1OCc1ccc(Cl)cc1	4.9%	-6%	i	1%	-0.5	0%	-52%	-4%	10%
O=C(NCCCCc1ccccc1)c1cccc(NC(=O)C2CCCC2)c1	3.8%	3%	i	-11%	-3.2	x	-21%	-5%	0%

Some values from the list.
COc1cc(C#Cc2c(-c3cncn3C)n(C)c3ccc(-c4ccc(CN5CCOCC5)cc4)cc23)cc(OC)c1 | CCT chaperon mod: -0.6
COc1cc(CNCc2ccccn2)ccc1OCc1ccc(Cl)cc1 | A549 tox: 10%

(listing goes on)
SMILES	Nrf2 activator	TGFb SMAD3 inh	pAkt inh	Nrf2 inh	CCT chaperon mod	MmCpn inh	HepG2 viability	Abeta rescue	A549 tox
O=c1c2ccccc2ncn1CCCCOc1ccccc1F	7.3%	-28%	i	0%	0.2	-4%	-45%	-24%	1%
Cc1ccc(OCC(=O)NC2CCCC2)c(C)c1	0.5%	u	i	x	-1.0	1%	-23%	4%	0%
CCCNc1ncc2c(=O)[nH][nH]c(=O)c2n1	2.3%	-7%	i	0%	-6.1	x	0%	1%	-10%
CC(=O)Nc1cc(C(=O)OC(C(=O)c2ccccc2)c2ccccc2)ccc1C (stereo unspecified)	3.6%	-12%	i	-7%	-4.7	0%	-31%	8%	6%
Cc1ccc(OCC(=O)N(Cc2ccco2)Cc2ccco2)cc1C	13%	-8%	x	-13%	x	x	-30%	8%	-2%
CC(SC#N)C(=O)C12CC3CC(CC(C3)C1)C2 (stereo unspecified)	u	u	i	u	-1.0	-14%	-73%	0%	-2%
COc1cc(OC)cc(-c2c(-c3ccc(F)cc3)c3cc(-c4ccc5[nH]ccc5c4)ccc3n2C)c1	-1.9%	-15%	i	u	-2.7	-9%	-38%	-9%	6%
CC(=O)Nc1ccc(C(=O)Nc2ccc(S(=O)(=O)N3CCOCC3)cc2)cc1	0.1%	2%	i	-5%	-0.3	-2%	1%	10%	-7%
CCN(CC)C(=O)CSc1nc2ccccc2c(=O)n1OC(C)C	0.0%	1%	i	-8%	1.7	1%	12%	9%	u
Cc1c(C(=O)Nc2ccc3c(c2)OCCO3)sc2nc(-c3ccccc3)cn12	-0.6%	-29%	i	6.5µM*	-2.3	-2%	-32%	14%	u
C[C@H](NC(=O)c1cc2c([nH]c3ccccc32)c(-c2ccccc2)n1)C(=O)O	0.0%	-18%	i	3%	-2.4	-5%	-14%	4%	4%
CCOC(=O)c1c(CN2CCN(CCO)CC2)n(C)c2cc(Br)c(OC)cc12	6.0%	36%	i	-11%	0.6	-2%	-70%	1%	-21%
Cc1ccnc(OC(C(=O)O)C(OCc2ccccc2)(c2ccccc2)c2ccc(C(F)(F)F)cc2)n1 (stereo unspecified)	-0.3%	u	i	10µM*	0.8	2%	-73%	0%	-18%
COc1cc(NC(=O)C2CCN(S(=O)(=O)c3c(C)noc3/C=C/c3ccccc3F)CC2)cc(OC)c1OC	6.0%	-26%	x	x	x	x	-10%	-2%	u
C/C(=N/NC(=O)CNC(=O)COc1ccccc1)c1ccc(Cl)cc1	-0.3%	0%	i	11%	0.3	1%	1%	9%	-1%
CCc1c(C)nc(N)c(C#N)c1-c1ccccc1	-0.1%	-5%	i	-7%	-6.2	0%	-1%	14%	-7%
CCOC(=O)N1CCC(n2c(=S)[nH]c3cc(OCC)c(OCC)cc3c2=O)CC1	0.2%	9%	i	x	0.4	0%	-11%	7%	-2%
Clc1ccccc1-c1csc(Nc2cccnc2)n1	9.0%	-2%	i	u	-2.6	-2%	-25%	-17%	5%
CCCC(C(=O)NC1CCCC1)N(Cc1ccccc1)C(=O)c1snc(C(N)=O)c1N (stereo unspecified)	-0.3%	31%[activator]	i	-19%	-0.7	-2%	0%	2%	-5%
O=C1c2ccccc2NC(c2ccco2)N1NS(=O)(=O)c1ccccc1 (stereo unspecified)	-0.6%	-10%	i	19%	-2.8	1%	-15%	-8%	-4%

Two entries drawn at random from the list so far:
SMILES	Nrf2 activator	TGFb SMAD3 inh	pAkt inh	Nrf2 inh	CCT chaperon mod	MmCpn inh	HepG2 viability	Abeta rescue	A549 tox
CCc1c(C)nc(N)c(C#N)c1-c1ccccc1	-0.1%	-5%	i	-7%	-6.2	0%	-1%	14%	-7%
CCOC(=O)N1CCC(n2c(=S)[nH]c3cc(OCC)c(OCC)cc3c2=O)CC1	0.2%	9%	i	x	0.4	0%	-11%	7%	-2%

Sorted by value in TGFb SMAD3 inh (ascending): 4 of the compounds above
structure,TGFb SMAD3 inh
O=C1c2ccccc2NC(c2ccco2)N1NS(=O)(=O)c1ccccc1 (stereo unspecified),-10%
CCc1c(C)nc(N)c(C#N)c1-c1ccccc1,-5%
Clc1ccccc1-c1csc(Nc2cccnc2)n1,-2%
CCOC(=O)N1CCC(n2c(=S)[nH]c3cc(OCC)c(OCC)cc3c2=O)CC1,9%
